Assay outcomes: PubChem BioAssay, The Scripps Research Institute Molecular Screening Center
ASAP1 GAP inh = inhibitors of human ASAP1 ArfGAP activity, primary screen, biochemical, fluorescence polarization. Arf-GAP with SH3 domain, ANK repeat and PH domain-containing protein 1 (Homo sapiens), …. ASAP1-stimulated ARF1 GTP hydrolysis, GDP FP detection. inhibition, % at 16.5 µM. hit rate 0.19% among 360,000; in the data active = inhibition above about 25%;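 note: 0% = vehicle with enzyme and substrate and 100% = no enzyme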
LEDGF integ inh = blockers of LEDGF/p75-dependent integrase strand transfer – biochemical, TR-FRET, high throughput, primary screen; HIV-1 integrase (with human LEDGF/p75); TR-FRET IN-LEDGF/p75 DNA integration, Eu/Cy5; inhibition, % at 3.7 µM; hit rate 0.64% among 370,000; AID 743269, 2014;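 active = inhibition above the screen-wide mean plus 3 SD, cut at about 13% in these data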;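 note: signal is the Cy5 over europium emission ratio at 671 and 618 nm; 0% = plate median of compound wells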
KLK7 zymogen act = proKLK7 zymogen activators, primary screen, biochemical, fluorescence intensity | Kallikrein-7 (Homo sapiens), P49862 | activation, % at 7 µM | hit rate 0.9% among 370,000 | AID 652039, 2013 | purified proKLK7, EDANS-DABCYL substrate fluorescence; 100% is mature enzyme control, 0% vehicle;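 active = activation above the mean of all tested compounds plus 3 SD, computed per campaign excluding outliers beyond control limits, cut at about 13% in these data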
Target sequence (P49862 whole entry, looked up): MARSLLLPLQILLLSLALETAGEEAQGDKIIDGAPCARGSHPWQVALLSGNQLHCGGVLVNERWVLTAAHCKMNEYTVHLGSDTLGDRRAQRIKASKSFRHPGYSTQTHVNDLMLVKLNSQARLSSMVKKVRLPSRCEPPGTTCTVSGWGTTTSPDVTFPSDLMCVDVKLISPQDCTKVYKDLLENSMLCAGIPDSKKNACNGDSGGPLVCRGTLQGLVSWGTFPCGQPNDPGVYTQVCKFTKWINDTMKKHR
ADAM17 inh = ADAM17 inhibitors, primary screen, biochemical, QFRET; Disintegrin and metalloproteinase domain-containing protein 17 (Homo sapiens), P78536; recombinant ADAM17, EDANS/DABCYL FRET peptide cleavage; inhibition, % at 6.95 µM; hit rate 0.83% among 370,000; AID 720648, 2013;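 active = inhibition above the mean of compounds lying between control limits plus 3 SD, set per campaign, cut at about 8.5% in these data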;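 note: 0% = DMSO-only wells as the low control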
Target sequence (P78536 215-824 limits assumed): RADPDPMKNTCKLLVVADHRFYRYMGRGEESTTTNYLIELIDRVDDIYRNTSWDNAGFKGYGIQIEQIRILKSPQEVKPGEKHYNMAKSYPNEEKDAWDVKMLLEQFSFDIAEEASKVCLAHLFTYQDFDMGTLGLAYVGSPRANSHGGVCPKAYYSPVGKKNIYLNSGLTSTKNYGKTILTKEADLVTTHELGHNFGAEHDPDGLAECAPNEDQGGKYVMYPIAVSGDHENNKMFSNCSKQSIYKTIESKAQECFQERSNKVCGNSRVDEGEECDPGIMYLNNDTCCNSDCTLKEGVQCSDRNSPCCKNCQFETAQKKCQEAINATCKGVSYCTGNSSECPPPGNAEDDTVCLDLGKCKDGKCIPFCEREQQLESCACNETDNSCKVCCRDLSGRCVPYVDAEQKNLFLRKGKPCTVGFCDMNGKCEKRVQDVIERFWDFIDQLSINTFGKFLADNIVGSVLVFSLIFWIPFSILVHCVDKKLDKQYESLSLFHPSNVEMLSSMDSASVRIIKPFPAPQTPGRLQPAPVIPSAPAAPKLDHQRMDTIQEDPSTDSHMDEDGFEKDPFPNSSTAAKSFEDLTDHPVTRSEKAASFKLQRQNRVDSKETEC
Tn7 DDE FP = inhibitors of Tn7 peptide binding to fibrin DD(E), primary screen, biochemical, fluorescence polarization, human fibrin, Tn7 probe. Fibrinogen beta chain (Homo sapiens), P02675. FP displacement of FITC-Tn7 peptide from fibrin DD(E); 0% = median of compound wells per plate. inhibition, % at 8.3 µM. hit rate 0.13% among 370,000. AID 720508, 2013;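 active = inhibition above the mean of compounds falling within the control limits plus 3 SD of them, cut at about 14% in these data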;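 note: 0% = plate median of compound wells and 100% = 10 µM Aha-Tn7 peptide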
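Assay system: Human fibrin DD(E) protein | Medium: Tris buffer with calcium and detergent, pH 7.8 | Reagent: 0.1 µM fluorescent Tn7 | Compound dosing: Single point at 8.3 µM | Times: 10 min preincubation, 3 h with tracer, room temperature | Detection: Fluorescence polarization of the labelled Tn7 tracer | Controls: Aha-Tn7 high control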
DDE Tn6 FP inh = inhibitors of Tn6 peptide binding to fibrin DD(E), primary screen, biochemical, fluorescence polarization, human fibrin, Tn6 probe; Fibrinogen beta chain (Homo sapiens), P02675; Fibrin DD(E) TRITC-Tn6 fluorescence polarization displacement; inhibition, % at 8.3 µM; hit rate 0.21% among 370,000;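 active = inhibition above a per-campaign cutoff: mean of compounds within control limits plus 3 SD, cut at about 15% in these data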;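 note: 0% = median of all compound wells on the plate and 100% = blocking peptide control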
ADAM10 inh = human ADAM10 inhibitors, primary screen, biochemical, QFRET, HTS. Disintegrin and metalloproteinase domain-containing protein 10 (Homo sapiens), O14672. recombinant ADAM10, EDANS/DABCYL FRET peptide cleavage, 3 h. inhibition, % at 7 µM. hit rate 0.62% among 370,000. AID 720582, 2013;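 active = inhibition above a per-campaign cutoff equal to the mean of compounds falling between control-based bounds plus 3 SD, cut at about 20% in these data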;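 note: 0% = DMSO wells while the 100% control is not disclosed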
TDP2 absorb = human TDP2 enzyme inhibitors, primary screen, biochemical, epi absorbance, recombinant enzyme. Tyrosyl-DNA phosphodiesterase 2 (Homo sapiens), O95551. T5PNP hydrolysis, p-nitrophenol absorbance 415 nm. inhibition, % at 12.8 µM. hit rate 0.34% among 370,000;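 active = inhibition above the mean of all tested compounds plus 3 SD, set per campaign, cut at about 25% in these data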;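 note: 0% = DMSO with enzyme and 100% = buffer with substrate but no TDP2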
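System: recombinant human TDP2 / Amount: 120 nM TDP2 per well / Also added: 5 mM T5PNP chromogenic substrate / Doses: 12.8 µM single point, 1% DMSO / Incubation: 2 h at 37 °C / Detection: p-Nitrophenol epi absorbance / Evaluation: % inhibition relative to enzyme-containing and enzyme-free wells / Repeats: singlicate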
PLCg1 inh = PLC-gamma1 enzyme inhibitors, primary screen, biochemical, fluorescence, purified enzyme; inhibition, % at 12.2 µM; 1-phosphatidylinositol 4,5-bisphosphate phosphodiesterase gamma-1 (Homo sapiens), P19174; fluorogenic substrate; hit rate 0.84% among 370,000; in the data active = inhibition above about 9.5%
ARFGAP1 inhibitor = inhibitors of rat ARFGAP1 GAP activity, primary screen, biochemical, fluorescence polarization, GDP tracer; ADP-ribosylation factor GTPase-activating protein 1 (Rattus norvegicus), Q62848; Arfgap1-stimulated ARF1 GTP hydrolysis, GDP FP detection; inhibition, % at 16.5 µM; hit rate 0.26% among 360,000;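 active = inhibition above a per-plate limit, mean inhibition of low control wells plus 3 SD, cut at about 25% in these data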;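 note: 0% = DMSO wells with enzyme and 100% = wells lacking Arfgap1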
Target sequence (Q62848 1-136 limits assumed): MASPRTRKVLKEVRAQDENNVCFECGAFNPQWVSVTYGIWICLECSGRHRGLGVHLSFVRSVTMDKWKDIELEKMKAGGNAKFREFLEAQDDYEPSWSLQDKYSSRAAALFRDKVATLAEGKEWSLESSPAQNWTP
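System: truncated rat Arfgap1 GAP domain / Benchmarks: high control wells lacking Arfgap1, low control full reaction with DMSO / Times: compound-enzyme preincubation 20 min, reaction 120 min, detection 60 min, 25 °C / Repeats: one replicate per compound / Also added: human ARF1(Δ1-17)-GTP substrate / Measured by: Tracer-displacement fluorescence polarization with EDTA stop, 620/688 nm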
* marks the source's active call; other numbers are inactive results; i = inactive; · = no result given.

SMILES	ASAP1 GAP inh	LEDGF integ inh	KLK7 zymogen act	ADAM17 inh	Tn7 DDE FP	DDE Tn6 FP inh	ADAM10 inh	TDP2 absorb	PLCg1 inh	ARFGAP1 inhibitor
O=C(CCc1c[nH]c2ccccc12)NC1CC1	-3	-3	-1.0	-3	1	5	-1	0	2	-14
COC(=O)c1cc(S(=O)(=O)N2CCOCC2)c(Cl)cc1N1CCOCC1	0	0	0.2	-4	0	5	-11	5	-3	11
C=CCc1cc(C=O)cc(OC)c1OCc1c(Cl)cccc1Cl	-2	-3	0.2	-3	-3	-1	3	3	-2	10
COc1ccccc1C=NN=C1c2ccccc2-c2ccccc21	-1	-1	0.4	-3	8	3	-9	8	4	3
O=[N+]([O-])c1c(Nc2ccccc2)ccc2nonc12	4	0	0.4	-1	2	-6	5	-11	9	2
Cc1ccc(OCc2nnc(SCc3cc(=O)[nH]c4ccccc34)o2)cc1	-1	3	0.5	2	-4	0	6	-13	4	7
Cc1ccc([C@H]2N[C@]3(CCCN(Cc4ccc(F)cc4)C3=O)[C@H]3C(=O)N(C)C(=O)[C@@H]23)cc1	6	3	-0.4	-2	1	-1	-8	-1	1	-8
c1coc(-c2nc3ccccc3s2)c1	9	0	-1.8	1	0	6	-20	-4	4	-3
CC(COc1cc(F)cc(C#N)c1)CN1CCC(C(O)(c2ccccc2)c2ccccc2)CC1 (configuration not stated)	·	5	0.0	3	-4	-6	6	-12	1	·
Cc1ccc2c(c1)nc(-n1nc(C)cc1C)c1nnnn12	0	5	0.7	1	11	1	9	-4	3	-7
CCc1ccc(NC(=O)Cn2c3[n+](c4c(F)c(F)ccc42)CCCCC3)cc1	0	1	0.3	3	-3	-6	-13	0	2	4
Cc1ccc(/C=N/n2c(=O)c(C(C)(C)C)nn3cnnc23)cc1	10	-2	0.0	-2	0	1	-3	10	-1	-7
CC(C)C(NC(=O)C1CCC(C(C)(C)C)CC1)C(=O)NCCCN1CCCCC1 (configuration not stated)	-6	-3	0.3	-7	4	-9	3	-6	10*	17
Cc1cc[n+](CC(=O)Nc2ccccc2)cc1	4	3	0.5	-3	0	5	-5	9	2	-6
O=S(=O)(Nc1ccc(S(=O)(=O)N2CCCCCC2)cc1)c1cccs1	8	1	0.1	-1	-3	-1	5	-4	2	13
COc1ccc(CNc2ccc(C)c(C)c2)cc1	4	-3	0.1	-5	2	7	-17	-3	-1	-8
NC(=O)c1ccccc1OCC(=O)Nc1ccc(Cl)c(Cl)c1	2	-1	-0.8	-1	3	-8	-2	2	-1	-10
COc1cccc(C(=O)N2CCN=C2SC)c1	0	0	-0.7	-7	-5	0	-16	-12	2	-3
CCc1nc2c(OCc3ccc(Cl)cc3)cccn2c1N(C)C(=O)c1ccc(C)cc1	-3	-5	0.0	2	1	7	-4	-9	-1	6
CN(CC(=O)NCc1cccnc1)S(=O)(=O)c1ccc2c(c1)c(=O)n(C)c(=O)n2C	2	0	0.2	-2	6	6	-9	11	-2	-5
CC1=C(C(=O)N2CCOCC2)CC(CC(=O)NCCCN(C)C)C(=O)N1CCCN1CCCC1=O (configuration not stated)	-4	0	0.3	-4	-1	2	8	-8	-1	-6
Cc1cc(=O)[nH]c(SCc2cc(Cl)ccc2OC(F)F)n1	-1	2	0.2	-1	4	1	-7	0	-1	6
O=c1[nH]cnc2c1ncn2Cc1ccc([N+](=O)[O-])cc1	-4	-4	0.8	-3	1	-5	1	11	0	1
Cc1cccc(NC(=O)COC(=O)c2ccccc2SCC(=O)N2CCCC2)c1	-5	0	-0.8	-2	-2	-7	-1	3	-3	6
Oc1cccc(Nc2ncnc3ccccc23)c1	9	1	0.1	0	-5	-8	10	1	-2	14
CN1CCN(C(=O)CCn2nc(-c3ccccc3)c3ccccc3c2=O)CC1	-3	0	0.4	2	1	0	1	-3	1	2
CCN(CC)S(=O)(=O)N1CCC(C(=O)NCCN2CCOCC2)CC1	13	0	0.5	0	3	6	-3	0	1	10
N#Cc1cccc(-c2nnc(SCc3ccccc3C#N)o2)c1	8	3	-0.1	-4	4	-1	-6	3	0	-6
Cc1ccc(C(=O)NCC(=O)OCC(=O)NC(C)c2ccccc2)s1 (configuration not stated)	-13	-3	-0.2	0	-6	-2	2	-9	0	3
Cc1ccc(S(=O)(=O)N(C)c2ccc(OC(C)C(=O)N(C)c3ccccc3)cc2)cc1 (configuration not stated)	-6	0	0.2	-1	2	2	4	14	1	-11

3 entries out of the list above, sorted by the number in PLCg1 inh, ascending:
Compound,PLCg1 inh
CC1=C(C(=O)N2CCOCC2)CC(CC(=O)NCCCN(C)C)C(=O)N1CCCN1CCCC1=O (configuration not stated),-1
O=c1[nH]cnc2c1ncn2Cc1ccc([N+](=O)[O-])cc1,0
CCN(CC)S(=O)(=O)N1CCC(C(=O)NCCN2CCOCC2)CC1,1

New compounds follow
SMILES	ASAP1 GAP inh	LEDGF integ inh	KLK7 zymogen act	ADAM17 inh	Tn7 DDE FP	DDE Tn6 FP inh	ADAM10 inh	TDP2 absorb	PLCg1 inh	ARFGAP1 inhibitor
C(=C\c1ccccc1)/CN1CCN(C(c2cc3ccccc3o2)c2nnnn2-c2ccc3c(c2)OCCO3)CC1 (configuration not stated)	-7	2	0.3	5	9	-4	13	7	-4	-3
COc1ccc(OC)c(NC(=O)COC(=O)CCC2CCCC2)c1	-3	-4	0.4	1	2	7	-2	-10	-2	-14
NS(=O)(=O)c1ccc(CCNS(=O)(=O)c2ccc(Cl)nc2)cc1	14	3	-0.4	-3	-1	-2	-1	7	0	1
O=C(CSc1nnc2ccccn12)NC(=O)c1cccc([N+](=O)[O-])c1	-15	2	0.8	-17	0	-1	-44	5	-4	10
CCOC(=O)N1CCN(C(=O)/C(=C/c2cccs2)NC(=O)c2ccc(OC)c(OC)c2)CC1	11	1	0.2	0	5	5	-6	-3	-1	6
COc1ccc(-c2nnn3c2Cn2c4ccccc4c(=O)n2[C@@H](C)C3)cc1	·	-2	0.5	-65	-1	-5	-220	-4	-22	·
COc1ccc(Cl)cc1NC(=O)CCN1C(=O)C2CC=CCC2C1=O (configuration not stated)	0	-1	-0.5	6	-1	5	2	-21	2	15
CCNc1nc(Oc2ccc(=O)n(-c3ccccc3)n2)nc(N(C)C)n1	1	2	0.0	0	1	2	-15	-5	3	11
C=C(C)CN(CC)C(=O)CCc1nnc(CCCc2ccccc2)o1	13	-3	0.3	-2	12	6	-3	-2	3	1
Cc1nc(SCC(=O)Nc2ccccc2C(F)(F)F)c(C#N)c(C)c1CC(=O)c1ccc(Br)cc1	-2	1	-0.1	-2	-6	4	-4	-1	-4	-5
COc1ccc(/C=C2/SC(=O)N(CC(=O)Nc3cc(C)on3)C2=O)cc1OC	13	0	0.2	0	-3	4	-3	7	-1	-3
Cc1c(N=C/C=C/c2ccccc2)c(=O)n(-c2ccccc2)n1C	4	1	-0.8	-5	8	6	-5	-8	-4	11
CN1CCN(CC(=O)Nc2c(C#N)cnn2-c2ccccc2)CC1	0	3	0.0	-1	6	14	-5	-1	-2	-11
CCCc1cc(=O)oc2c(C)c(OCC(=O)NCc3ccccn3)ccc12	1	0	-1.2	-9	-3	-4	-16	6	-5	-3
CC12CCC=CC1=C(C=O)C1C2CCC2(C)C(O)CCC12 (configuration not stated)	-6	3	0.0	-5	-4	-3	-9	6	0	5
CC1CN(c2ccc(NC(=O)c3ccco3)cc2C(=O)O)CC(C)O1 (configuration not stated)	-3	8	-0.3	-4	0	3	-3	-2	-2	-5
Cc1occc1C(=O)Nc1cc(=O)n(C)c(=O)n1C	-1	3	-0.5	-4	1	1	-2	6	-3	0
CCCCCNC(=O)C(C1CC1)n1c(=O)c(-c2cc3ccccc3[nH]2)nc2ccccc21 (configuration not stated)	7	-4	-40	-103	5	4	-305	-1	i	2
O=C1CCC(c2ccccc2)(c2ccccc2)CC1	9	3	0.3	-4	2	1	4	-14	-1	28*
CCCOc1ccc(C(CC(=O)O)NC(=O)CC(c2ccccc2)c2ccccc2)cc1 (configuration not stated)	-4	1	0.2	2	-1	6	5	-11	3	3
CCc1ccccc1NC(=O)N1C2CCCC1CC(NC(C)=O)C2 (configuration not stated)	-2	-2	-0.2	-2	0	8	-20	-1	0	7
Fc1ccc(CSc2ccc3nnc(-c4cccs4)n3n2)cc1	5	5	0.3	3	-8	-7	-1	-4	-4	-1
COc1ccc(NC(=O)C2CCCN(c3cnccn3)C2)c(OC)c1 (configuration not stated)	6	0	0.0	-9	-2	-5	-16	-2	-10	2
Cc1ccc(Cl)cc1N1CCN(S(C)(=O)=O)CC1	-7	-3	0.1	-2	1	1	7	4	-1	8
CCOc1cc(CNn2nnnc2N)ccc1OCC(=O)NC(C)(C)C	-4	-4	0.0	-4	-5	-1	-5	1	-2	-7
O=C(OCc1cn(Cc2c(F)cccc2F)nn1)N1CCOCC1	·	0	-0.1	-5	0	-2	-7	1	3	·
Cc1c(C(=O)OC2CCCCC2)[nH]c2c1C(=O)CC(C)(C)C2	2	0	0.6	-3	-3	2	-2	9	1	-7
CCOCCCNCc1cc(Br)ccc1OCc1ccccc1	0	2	-0.2	3	-5	-7	12	-15	2	10
Cc1ccc2cc(F)c(F)c(F)c2n1	-10	-2	-0.3	-2	-5	2	-5	-3	0	-5
CC(C)CC(c1nnnn1Cc1ccc2c(c1)OCO2)N1CCC(C(N)=O)CC1 (configuration not stated)	9	-1	-0.3	-4	2	7	4	-4	1	4
